RAD52 inh – RAD52 DNA annealing inhibitors, primary screen, biochemical, FRET, single point, set 2 | DNA repair protein RAD52 homolog (Homo sapiens), P43351 | recombinant RAD52 DNA annealing, FRET fluorescence | inhibition, % at 18.7 µM | actives 0.46% (n = 360,000) | AID 651710, 2012;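 active means every replicate showing at least 50% inhibition; inconclusive means mean inhibition at least 50% but not in every replicate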
RAD54 inh – inhibitors of human RAD54 branch migration, primary screen, biochemical, fluorescence, single point | RAD54 Holliday junction branch migration, FAM/BHQ fluorescence | inhibition, % at 10.4 µM | actives 0.14% (n = 360,000) | AID 602329, 2012;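 active means mean normalized replicate activity at least 40 and at least half of replicates scoring 40 or more; inconclusive means only one of the two criteria met; inactive means mean below 40 and under half of replicates reaching 40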;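 further: 0% = median of neutral control wells and 100% = median of positive control wells; inhibitors cause a drop in the FAM fluorescence signal; in these data hits start at about 50%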
Target sequence (Q92698 whole entry, looked up): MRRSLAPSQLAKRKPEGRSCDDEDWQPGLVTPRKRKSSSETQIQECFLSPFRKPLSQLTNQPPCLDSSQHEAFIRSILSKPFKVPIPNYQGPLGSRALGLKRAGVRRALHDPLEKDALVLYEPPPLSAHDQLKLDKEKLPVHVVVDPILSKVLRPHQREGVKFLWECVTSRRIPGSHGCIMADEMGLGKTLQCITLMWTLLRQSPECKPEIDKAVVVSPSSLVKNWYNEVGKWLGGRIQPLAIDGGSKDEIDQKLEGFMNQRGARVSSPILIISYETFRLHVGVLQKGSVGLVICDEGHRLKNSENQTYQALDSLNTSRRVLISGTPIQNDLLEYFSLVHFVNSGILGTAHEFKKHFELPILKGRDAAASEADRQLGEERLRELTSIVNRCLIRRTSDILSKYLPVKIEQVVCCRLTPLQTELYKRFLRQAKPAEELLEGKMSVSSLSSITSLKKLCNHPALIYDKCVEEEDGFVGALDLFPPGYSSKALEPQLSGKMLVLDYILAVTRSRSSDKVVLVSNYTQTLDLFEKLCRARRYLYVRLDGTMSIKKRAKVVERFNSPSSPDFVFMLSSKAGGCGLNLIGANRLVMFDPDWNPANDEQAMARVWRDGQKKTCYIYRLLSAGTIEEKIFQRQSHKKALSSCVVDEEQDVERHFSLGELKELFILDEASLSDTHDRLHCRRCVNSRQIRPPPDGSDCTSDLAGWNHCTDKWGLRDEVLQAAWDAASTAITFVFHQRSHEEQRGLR
CFTR F508del cor – F508del CFTR correction, initial screen, CFBE line, single point. CFBE cells, YFP halide quenching; stimulated with forskolin plus potentiator P3; % fluorescence drop versus neutral controls. activity (quench increase), % at 7.58 µM. actives 0.36% (n = 350,000). AID 720511, 2013;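 active means mean added fluorescence quench of at least 8% versus neutral control, with both replicates also reaching 8%; inconclusive means only one of the mean or replicate conditions met; inactive means mean below 8% and not both replicates reaching 8%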;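 further: cells transiently co-express mutant CFTR-F508del with the halide-sensitive YFP; corrector assay measuring rescue of mutant channel to the surface after 24 h compound exposure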
DENV2 CPE rescue – inhibitors of DENV2 cytopathic effect, primary screen, cell-based, plate reader, single concentration | DENV2-infected cells, cytopathic effect rescue | CPE inhibition, % at 9.99 µM | actives 1.7% (n = 350,000); in the data active means CPE inhibition above about 20%, passing the limit was not always enough; inconclusive means no clear call, values can overlap the other calls; tested in BHK-21 cells;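 further: 0% = median of neutral control wells and 100% = median of positive control wells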
Xi reactivation – activators of inactive X chromosome reactivation, primary screen, imaging, XiGFP fibroblasts, GFP high-content imaging, set 2 | actives 0.055% (n = 360,000) | activation, % at 7.58 µM | XiGFP mouse fibroblasts, % GFP-positive cells imaging, 3 d; cells co-treated with 5-aza-dC sensitizer; scaled so ellipticine positive control = 100% | AID 743238, 2013;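 active means mean normalized replicate activation at least 10% and every replicate at or above 10%; inconclusive means only one of the two criteria met; inactive means mean below 10% and not all replicates reach 10%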;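 further: 0% = median of on-plate neutral control wells and 100% = ellipticine 6 µM median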
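Assay system – SV40-immortalized XiGFP fibroblast cells, line 68-5-11 · Buffer or medium – DMEM supplemented with 5-aza-dC as sensitizing agent · Dosing – one concentration, pinned · Benchmarks – positive control ellipticine, 6 µM final · Times – 3 days compound exposure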
E-sel inducer – E-selectin induction in HUVECs, primary screen, imaging, HUVEC, immunofluorescence imaging, single point; P16581; normalized: neutral wells 0, TNF-alpha wells 100; activation, % at 7.58 µM; actives 0.37% (n = 260,000); AID 686992, 2013;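 active means mean E-selectin-positive cell signal at least 10% of the positive control, reached in at least 60% of replicates, without over 20% cell loss; inconclusive means no rule given, readout overlaps actives, possibly toxicity-flagged; inactive means the rest, including those meeting only one limit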;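 further: in these data hits start at about 27%; measured in HUVEC primary endothelial cells; signal is the percent of cells scored E-selectin positive by PE staining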
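Assay system: HUVEC, human umbilical vein endothelial cells / Amount: 3,000 HUVEC/well / Controls: TNF-alpha positive control, DMSO neutral control / Compound dosing: single concentration / Medium: EGM-2 over gelatin coat / Evaluation: percent E-selectin-positive cells / Signal: immunofluorescence imaging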
INS-1E GSIS act – GLuc luminescence reporter in INS-1E cells, primary screen for activators of glucose-dependent secretion of insulin; actives 0.61% (n = 370,000); AID 743287, 2014; INS-1E GLuc reporter insulin secretion, 2-3 h; activation, % at 16.6 µM;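 active means lowest replicate activation of at least 40%, so every replicate reaches that level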;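 further: 0% = median of neutral control wells and 100% = median of IBMX positive control wells; some compounds called inactive have numbers as strong as hits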
CASP6 VEID inh – human caspase-6 inhibitors, primary screen, biochemical, VEID-R110 fluorescence, single point, set 2; P55212; purified caspase-6, Z-VEID-R110 cleavage fluorescence; inhibition, % at 12.5 µM; actives 0.53% (n = 350,000);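 active means mean inhibition across replicates at least about 35%, with every replicate also reaching that limit, limit read from the data; inconclusive means only one of the two criteria met; inactive means neither criterion met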;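 further: 0% = median of neutral control wells and 100% = no fluorescence left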
The depositor's hits bear a star; u = inconclusive; x = not tested or not shown.

SMILES	RAD52 inh	RAD54 inh	CFTR F508del cor	DENV2 CPE rescue	Xi reactivation	E-sel inducer	INS-1E GSIS act	CASP6 VEID inh
COc1ccc([C@H]2C[C@@H](O)C[C@@H](CCn3cc(-c4ccccc4)nn3)O2)cc1	-2	x	4.2	-10	0.0	0.0	-6	-2
CC(=O)C1=C(C)N(CC2CC2)C(=O)N[C@H]1c1ccc(Br)cc1	-10	-15	-0.2	-15	-0.2	-0.2	-9	2
O=[N+]([O-])c1ccc(N2CCN(S(=O)(=O)c3cnc[nH]3)CC2)cc1	-16	x	-1.6	-4	0.0	-0.7	-7	1
CC(=O)c1cccc(S(=O)(=O)N2CCC(C(=O)NC3CCCC3)CC2)c1	-1	-7	3.1	2	0.0	x	1	24
CN1c2ccc(Br)cc2[C@H]2[C@H](CCN2S(=O)(=O)c2ccc(F)cc2)[C@H]1CO	-13	3	2.7	7	0.2	-0.1	-15	-4
Cc1ccc(S(=O)(=O)N[C@@H]2CC[C@H](CCNC(=O)C3CCC3)O[C@H]2CO)cc1	-1	-1	0.4	-7	0.1	-0.5	2	0
COc1ccc(C(=O)N2CCN(CCNC(=O)C(=O)Nc3ccc(F)cc3)CC2)cc1OC	-2	-6	1.0	0	-0.1	x	8	-1
O=C(Nc1ccc(Br)c(C(F)(F)F)c1)c1ccccc1	21	x	x	-2	-0.1	x	-23	4
O=C(Nc1ccccc1)c1ccc(S(=O)(=O)N2CCC(C(=O)O)CC2)cc1	3	-6	0.6	2	0.0	-0.3	1	3
CN(C)CCCCCCCCCCC(=O)/C=N/O	8	1	0.0	-1	x	x	6	-48
CN(CC(=O)Nc1cc(S(=O)(=O)N2CCCC2)ccc1Cl)Cc1ccc2c(c1)OCO2	-11	-8	-3.4	-5	0.0	x	-15	0
O=C(Nc1ccccc1)c1nc[nH]c1C(=O)Nc1ccccc1F	-7	-6	9.5*	-11	0.1	x	10	49*
COc1ccc(N(CC(=O)Nc2cc(Cl)ccc2OC)C2=NC3CS(=O)(=O)CC3S2)cc1 (stereo not given)	-12	-7	0.3	1	0.0	-0.1	-7	-2
C[C@@H]1CN([C@@H](C)CO)S(=O)(=O)c2ccc(C3=CCCCC3)cc2O[C@@H]1CN(C)Cc1cncnc1	21	-1	3.0	-5	0.4	0.0	0	1
C[C@@H]1CCCCO[C@H](CN(C)S(=O)(=O)c2cn(C)cn2)[C@@H](C)CN([C@H](C)CO)C(=O)c2cc(NC(=O)Nc3cccc4ccccc34)ccc2O1	2	0	-0.2	5	0.1	0.0	11	-3
CN(C)CCCNc1nc2cc(-c3cncnc3)sc2c(=O)n1C	7	29	-1.9	-4	0.2	-0.1	-2	-73
COc1ccc(NC(=O)N(C)C[C@@H]2Oc3ccc(NC(=O)Nc4ccc(F)cc4)cc3C(=O)N([C@H](C)CO)C[C@@H]2C)cc1	-7	2	-0.3	-2	-1.0	0.2	-10	1
CN(C)c1cc[n+](CC[n+]2ccc(N(C)C)cc2)cc1	-13	-1	3.7	x	0.5	0.1	-8	-3
O=C(CC[C@H]1O[C@@H](n2cnc3c(NC(=O)c4ccccc4)ncnc32)[C@H](O)[C@@H]1O)N[C@@H](CO)c1ccccc1	-13	-1	0.5	u	-0.1	0.9	-1	-1
Cc1noc(C)c1S(=O)(=O)Nc1cccc2c1O[C@@H](CN(C)S(=O)(=O)c1cccs1)[C@@H](C)CN([C@H](C)CO)C2=O	-25	0	-3.2	3	-0.9	1.2	-4	0
C[C@H](CO)N1C[C@H](C)[C@H](CN(C)C(=O)c2ccc(F)cc2)OCc2ccccc2-c2c(n(C)c3ccccc23)C1=O	14	-4	3.7	-4	-0.1	-0.4	-22	-1
O=C(Cn1nc(CNc2ccc(Cl)cc2)[n+]2c1CCCCC2)c1ccc(Br)cc1	x	11	2.9	x	0.1	0.8	21	x
C[C@H]1CN([C@@H](C)CO)C(=O)c2cc(C#CC3CCCCC3)cnc2O[C@H]1CN(C)S(=O)(=O)c1ccccc1	-8	3	-1.2	8	-1.1	-0.1	-35	-1
CCCCN(CC)C(=O)C1CCC(CNS(=O)(=O)c2cccc3nsnc23)CC1 (stereo not given)	-8	-1	0.2	0	0.8	x	-10	5
CO[C@H]1CN(C)C(=O)c2ccc(NC(=O)C3CCCCC3)cc2OC[C@H](C)N(Cc2cccnc2)C[C@H]1C	-2	-3	-1.4	7	0.0	-0.1	-4	-2

Complete entries, quoted from the list. Screens in order: RAD52 inh | RAD54 inh | CFTR F508del cor | DENV2 CPE rescue | Xi reactivation | E-sel inducer | INS-1E GSIS act | CASP6 VEID inh
C[C@@H]1CN([C@@H](C)CO)S(=O)(=O)c2ccc(C3=CCCCC3)cc2O[C@@H]1CN(C)Cc1cncnc1 across the screens: 21 | -1 | 3.0 | -5 | 0.4 | 0.0 | 0 | 1
COc1ccc(NC(=O)N(C)C[C@@H]2Oc3ccc(NC(=O)Nc4ccc(F)cc4)cc3C(=O)N([C@H](C)CO)C[C@@H]2C)cc1 across the screens: -7 | 2 | -0.3 | -2 | -1.0 | 0.2 | -10 | 1
Cc1ccc(S(=O)(=O)N[C@@H]2CC[C@H](CCNC(=O)C3CCC3)O[C@H]2CO)cc1 across the screens: -1 | -1 | 0.4 | -7 | 0.1 | -0.5 | 2 | 0
CN(C)c1cc[n+](CC[n+]2ccc(N(C)C)cc2)cc1 across the screens: -13 | -1 | 3.7 | x | 0.5 | 0.1 | -8 | -3
O=[N+]([O-])c1ccc(N2CCN(S(=O)(=O)c3cnc[nH]3)CC2)cc1 across the screens: -16 | x | -1.6 | -4 | 0.0 | -0.7 | -7 | 1

Continued:
SMILES	RAD52 inh	RAD54 inh	CFTR F508del cor	DENV2 CPE rescue	Xi reactivation	E-sel inducer	INS-1E GSIS act	CASP6 VEID inh
COc1ncccc1-c1nnn(-c2ccc(C)cc2)n1	-8	-6	5.7	-2	0.5	-0.1	7	2
CC(=O)N(C)C[C@H]1Oc2cc(-c3ccc(F)cc3)ccc2S(=O)(=O)N([C@H](C)CO)C[C@H]1C	9	-2	-3.1	5	-0.4	-0.4	-10	-5
COc1cc(C2C(C#N)=C(N)Oc3cc4c(cc32)OCO4)cc(OC)c1OC (stereo not given)	0	x	-5.7	-5	1.2	x	-3	x
CCN(C(=O)CN1C(=O)NC(c2ccccc2)(c2ccccc2)C1=O)c1ccccc1	-13	4	2.2	3	0.2	1.8	-9	-1
O=C1CCCC2=C1C(c1ccccc1)CC(=O)N2c1ccc(F)cc1F (stereo not given)	-12	x	2.5	-11	0.2	x	1	1
COCC(=O)Nc1ccc2c(c1)OC[C@@H](C)N(Cc1ccncc1)C[C@@H](C)[C@H](OC)CN(C)C2=O	3	-4	-0.2	u	-0.4	-0.1	-8	0
CCc1cc(C(=O)c2ccc(OC)cc2)c(NC(=O)CCC(=O)O)s1	-12	-4	0.9	-2	-0.1	-0.1	7	-2
CCCCC[C@@H]1C=C(C(=O)O)[C@H](c2ccc(Br)cc2)N1S(=O)(=O)c1ccc(C)cc1	-16	2	-1.0	-8	0.3	0.0	27	15
Cc1cc(C)n(CC(=O)NNC(=O)COc2ccc(Cl)cc2Cl)n1	-1	11	-0.1	0	0.2	0.4	1	0
CC(C)(C)C(=O)Nc1nnc(SCC(=O)NC2CCCCC2)s1	-19	-4	2.6	-7	0.0	x	9	-3
C[C@H](CO)N1C[C@H](C)[C@H](CN(C)S(=O)(=O)c2ccc(F)cc2)Oc2ccc(NC(=O)Nc3ccccc3)cc2CC1=O	30	9	2.9	-4	0.1	0.0	-16	4
O=C(NC12CC3CC(CC(C3)C1)C2)c1ccco1	-6	1	-0.7	7	0.1	x	-11	3
C[C@@H]1CN([C@H](C)CO)C(=O)c2cccc(NC(=O)Nc3ccc4c(c3)OCO4)c2O[C@@H]1CN(C)S(=O)(=O)c1cccs1	-3	5	0.3	-6	0.1	0.0	-17	0
O=C(COc1ccccc1)N1c2ccccc2Sc2ccccc21	-14	-1	-4.7	x	0.0	2.7	2	-1
Cc1nc2ccccc2nc(C)c1=NOCc1cccc(F)c1	-21	x	2.8	x	0.2	x	-1	x
CC1(C(=O)Nc2ccc(F)cc2F)CCN1C(=O)Cc1ccccc1 (stereo not given)	4	2	1.1	6	0.0	-0.1	x	1
C[C@H]1CN([C@@H](C)CO)C(=O)c2cc(NS(=O)(=O)c3ccc(F)cc3)ccc2O[C@H]1CN(C)S(=O)(=O)c1ccc(Cl)cc1	4	2	1.4	26*	-1.2	-0.6	2	1
C/C=C/c1ccc([C@@H]2[C@@H](CN(C)C(C)=O)N(C(=O)NC(C)C)[C@H]2CO)cc1	x	-1	0.3	8	0.0	-0.3	5	x
Cc1sc(NC(=O)C2CSC3(C)CCC(=O)N23)nc1-c1ccccc1 (stereo not given)	-5	-6	2.3	u	0.0	-0.1	5	0
O=C(NNC(=S)NC1CCCCC1)c1ccccc1Br	-15	-1	2.8	-9	0.0	-0.1	5	4

Structures listed so far printed as active in CFTR F508del cor.
SMILES	RAD52 inh	CFTR F508del cor	DENV2 CPE rescue	INS-1E GSIS act	CASP6 VEID inh
O=C(Nc1ccccc1)c1nc[nH]c1C(=O)Nc1ccccc1F	-7	9.5*	-11	10	49*
